Assay outcomes (PubChem BioAssay)
TRPC6 inhibitor: mouse TRPC6 channel inhibitors, primary screen, cell-based, HEK293, membrane potential dye. ACh-evoked depolarization; stronger effect = lower value. hit rate 1.1% among 310,000. Short transient receptor potential channel 6 (Mus musculus), Q61143. B-score at 10 µM. AID 2553, 2010;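 active = B-score under library mean minus 3 SD, initial fluorescence not abnormally high, positive integrated signal ratio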;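 also: B-score derived from integrated fluorescence ratio over the kinetic read; more negative B-score means stronger inhibition of depolarization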
HIF act: HIF pathway transcriptional activators, primary screen, cell-based, U2OS HRE-luciferase, luminescence | activation, % at 7.5 µM (by protocol) | hit rate 0.32% among 300,000 | U2OS HRE-luciferase reporter; normalized: DMSO 0%, desferrioxamine 100%;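 active = mean activation of at least 10% of the iron chelator positive control signal, with at least half of replicates also reaching 10%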
SKKanGAS inh: S. pyogenes SKKanGAS growth inhibitors in kanamycin, primary screen, streptokinase expression inhibitor project, SKKanGAS strain, BacTiter-Glo luminescence. 6 h. inhibition, % at 7.5 µM. hit rate 1.3% among 300,000. AID 1662, 2009;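 active = mean replicate score, as percent of positive control median, at least 50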;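 also: strain carries kanamycin resistance gene driven by streptokinase promoter and grows in 40 µg/ml kanamycin; loss of luminescence reflects streptokinase promoter inhibition or plain growth inhibition; 0% = median of DMSO wells and 100% = positive control at its reference dose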
Platelet DG rel: inhibitors of platelet dense granule secretion, primary screen, cell-based, MLPCN, human platelets. inhibition, %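 (compounds screened at 7.5 µM in platelet-rich plasma)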. hit rate 0.22% among 300,000. AID 1663, 2009. human platelet-rich plasma, SFLLRN dense granule ATP release, luminescence;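 active = mean replicate score, as percent of positive control, at or above 50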
MrgX1 ag: agonists of human MrgX1 receptor, primary screen, HEK293 cells, Fluo-4 calcium flux; hit rate 0.44% among 310,000; Fluo-4 calcium fluorescence, agonist mode; stronger effect = higher value; Mas-related G-protein coupled receptor member X1 (Homo sapiens), Q96LB2; B-score at 10 µM;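 active = calcium response B-score plate-corrected fluorescence ratio at least 3 library SD, with starting fluorescence B-score inside 5 SD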
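Assay system: MrgX1-expressing HEK293 cells / Amount: fifteen thousand cells per well / Doses: test compound in the initial addition of three / Timing: cells plated overnight, dye loaded 0.5 h 37 °C, 0.5 h room temperature / Technique: kinetic calcium dye fluorescence, Fluo-4 NW / Control set: positive and negative controls per plate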
RGS4 act: RGS4 potentiators or activators, primary screen, cell-based, HEK293 M3R inducible RGS4, calcium flux; carbachol calcium flux Fluo4; stronger effect = lower value; B-score at 10 µM; hit rate 0.92% among 310,000;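 active = B-score of the integrated calcium signal more than 4 SD below the library mean, with starting fluorescence not abnormally high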;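 also: negative B-score means reduced calcium response which marks RGS4 activation or potentiation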
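Also added: carbachol at ECmax as muscarinic agonist stimulus; Assay system: HEK293 cells with stable M3R and inducible RGS4; Timing: overnight RGS4 induction, 30 min dye load 37 °C, 20 min compound RT; Measured by: Fluo4-AM (2 µM) calcium-flux fluorescence, kinetic read.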
MrgX1 PAM: positive allosteric modulators of MrgX1, primary screen, HEK293 cells, Fluo-4 calcium flux | B-score at 10 µM | FDSS; stronger effect = higher value | AID 588675, 2011 | Mas-related G-protein coupled receptor member X1 (Homo sapiens), Q96LB2 | hit rate 0.63% among 310,000;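 active = plate-corrected calcium response at least 3 library SD above typical, normal starting fluorescence, not activating the receptor alone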;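 also: compound read alongside a low EC10 to EC30 dose of BAM8-22 agonist; peak minus trough fluorescence over baseline measured at the second addition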
RGS4 block: RGS4 inhibitors, primary screen, cell-based, HEK293 M3R inducible RGS4, calcium flux. hit rate 0.45% among 310,000. Regulator of G-protein signaling 4 (Homo sapiens), P49798. B-score at 10 µM. Fluo-4 calcium flux; stronger effect = higher value; triggered by carbachol at its EC20;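 active = B-score, a plate-corrected calcium signal, over three deviations above library mean, with baseline fluorescence within five deviations of library mean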;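 also: RGS4 expression induced by doxycycline in cells with stable M3 receptor; B-score is computed from the integrated fluorescence ratio over baseline after carbachol; higher B-score means a larger calcium signal and so more RGS4 inhibition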
TRPC6 act: mouse TRPC6 channel activators, primary screen, cell-based, HEK293, membrane potential dye; HEK293-TRPC6 membrane potential dye fluorescence; stronger effect = higher value; B-score at 10 µM; hit rate 0.13% among 310,000; AID 2550, 2010; Short transient receptor potential channel 6 (Mus musculus), Q61143;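 active = B-score of the integrated fluorescence ratio above library mean plus 3 SD, and starting fluorescence ratio within library mean plus 5 SD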;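 also: higher score means more depolarization so channel activation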
MrgX1 antagonist: antagonists of human MrgX1 receptor, primary screen, HEK293 cells, Fluo-4 calcium flux | Mas-related G-protein coupled receptor member X1 (Homo sapiens), Q96LB2 | BAM8-22 antagonism; stronger effect = lower value | B-score at 10 µM | hit rate 1.3% among 310,000 | AID 588676, 2011;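 active = calcium-response B-score plate-corrected more than 3 library SD below zero, starting fluorescence within 5 deviations, no agonist response on first addition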;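 also: peak minus trough fluorescence over baseline after final BAM8-22 challenge near maximal dose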
TRPC4 block: inhibitors of mouse TRPC4 channel, primary screen, Fluo4 calcium, HEK293 TRPC4beta/mu-opioid cells | Short transient receptor potential channel 4 (Mus musculus), Q9QUQ5 | DAMGO-evoked Fluo4 calcium flux; stronger effect = lower value | B-score at 10 µM | hit rate 0.39% among 300,000;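 active = B-score over 3 SD under the library average, no early fluorescence shift, positive overall ratio signal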
Target sequence (Q9QUQ5 whole entry, looked up): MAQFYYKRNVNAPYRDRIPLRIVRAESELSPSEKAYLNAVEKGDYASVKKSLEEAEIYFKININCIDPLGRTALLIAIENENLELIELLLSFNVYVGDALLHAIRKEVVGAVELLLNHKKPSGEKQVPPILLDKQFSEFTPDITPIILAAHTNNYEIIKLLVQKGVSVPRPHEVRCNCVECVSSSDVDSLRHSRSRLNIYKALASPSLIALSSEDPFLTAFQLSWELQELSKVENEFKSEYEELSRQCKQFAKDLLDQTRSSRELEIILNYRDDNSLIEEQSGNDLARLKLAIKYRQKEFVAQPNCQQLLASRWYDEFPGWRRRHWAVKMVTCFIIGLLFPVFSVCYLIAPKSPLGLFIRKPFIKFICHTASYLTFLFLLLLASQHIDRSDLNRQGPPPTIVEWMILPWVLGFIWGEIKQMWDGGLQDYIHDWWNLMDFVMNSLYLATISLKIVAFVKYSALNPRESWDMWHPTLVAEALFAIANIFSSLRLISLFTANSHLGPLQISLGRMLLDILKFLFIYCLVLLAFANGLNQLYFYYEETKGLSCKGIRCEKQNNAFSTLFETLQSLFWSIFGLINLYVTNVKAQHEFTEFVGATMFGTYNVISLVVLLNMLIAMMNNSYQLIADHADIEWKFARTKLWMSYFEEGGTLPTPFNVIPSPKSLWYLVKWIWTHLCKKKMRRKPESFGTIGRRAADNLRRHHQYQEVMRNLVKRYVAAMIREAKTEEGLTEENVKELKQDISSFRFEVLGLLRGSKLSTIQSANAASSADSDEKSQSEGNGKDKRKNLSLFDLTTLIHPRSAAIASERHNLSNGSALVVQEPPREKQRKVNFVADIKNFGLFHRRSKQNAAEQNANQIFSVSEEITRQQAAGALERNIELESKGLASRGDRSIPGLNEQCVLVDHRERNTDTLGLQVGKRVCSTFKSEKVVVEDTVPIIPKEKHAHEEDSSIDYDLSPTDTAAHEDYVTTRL
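Test system – stable TRPC4beta/mu-opioid receptor HEK293 cells · Probe or stimulus – DAMGO, a submaximal dose followed by a maximal one · Dosing – one concentration per compound · Signal – Fluo4 calcium fluorescence by kinetic imaging, 5 s 1 Hz baseline · Evaluation – per-well B score of integrated baseline-normalized Fluo4 ratio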
An asterisk follows results filed as active; i = inactive; . = not tested or not shown. No enrichment for hits; any-hit rate near 6.1%.

SMILES	TRPC6 inhibitor	HIF act	SKKanGAS inh	Platelet DG rel	MrgX1 ag	RGS4 act	MrgX1 PAM	RGS4 block	TRPC6 act	MrgX1 antagonist	TRPC4 block
COc1cc(C2c3c(oc4c(C)cc(C)cc4c3=O)C(=O)N2Cc2cccnc2)ccc1O (configuration not stated)	i	-1.7	3	-1	i	i	i	i	i	i	i
COc1ccc(N(Cc2cc3cccc(C)c3[nH]c2=O)S(=O)(=O)c2ccc(OC)cc2)cc1	i	0.6	3	-8	i	i	i	i	i	i	i
CC(C)(C)n1nnnc1C(c1cccs1)N1CCN(c2ccccc2)CC1 (configuration not stated)	i	-0.2	4	0	i	i	i	i	i	i	i
COC(=O)/C(=C\Nc1ccc(Cl)cc1Cl)NC(=O)c1ccc(Cl)cc1Cl	i	-0.1	21	-2	i	i	i	i	i	i	i
N#Cc1ccc2c(c1)NC(=O)C1CCCN21 (configuration not stated)	i	-0.2	2	3	i	i	i	i	i	i	i
CCCN1C(=O)/C(=C/c2ccncc2)SC1=S	i	-0.1	-2	9	i	i	i	i	i	i	i
Cc1[nH]ncc1N=Cc1ccc([N+](=O)[O-])cc1	i	-0.2	1	2	i	i	i	i	i	i	i
COc1ccc(/C=N/NC(=O)C(=O)NCC2CCCO2)cc1 (configuration not stated)	i	-0.1	3	-7	i	i	i	i	i	i	i
CC(C)Cn1c(N)c(C(=O)COC(=O)c2cccnc2Cl)c(=O)n(C)c1=O	i	-0.3	-15	-4	i	i	i	i	i	i	i
CCOC(=O)C1(Cc2ccccc2C)CCCN(Cc2cc(OC)c(O)c(OC)c2)C1 (configuration not stated)	i	-0.2	27	-3	i	i	i	i	i	i	i
COc1cccc(N2CCN(c3ccc4nnc(CCC(=O)Nc5ccccc5OC)n4n3)CC2)c1	i	0.3	2	-9	i	i	i	i	i	i	i
Cc1nc2c(C)cccn2c1/C(O)=C1\C(=O)C(=O)N(CCN2CCOCC2)C1c1ccncc1 (configuration not stated)	i	0.1	-4	-2	i	i	i	i	i	i	i
O=C(NNS(=O)(=O)c1ccccc1)c1csc(-c2cccnc2)n1	i	-0.2	-2	-5	i	i	i	i	i	i	i
Cc1cc(C)nc(/N=C(/NC(=O)Nc2cccc(Cl)c2)Nc2ccccc2)n1	i	0.5	11	-7	i	i	i	i	i	i	i
S=c1[nH]nc(-c2ccncc2)n1CC1CCCO1 (configuration not stated)	i	0.0	-1	-5	i	i	i	i	i	i	i
O=C(O)c1ccccc1NC(=O)C(c1ccccc1)c1ccccc1	i	-0.1	6	-2	i	i	i	i	i	i	i
COc1cccc(/C=C/C(=O)c2ccc(NC3=NCCCS3)cc2)c1	i	1.9	9	0	45*	i	i	i	i	i	i
CC(C)C(=O)N1CCN(c2ccc(NC(=O)c3ccc4c(c3)OCCO4)cc2)CC1	i	-0.8	6	-3	i	i	i	i	i	i	i
COc1ccc(/C=N/NC(=O)C(=O)N2CCCCCC2)cc1[N+](=O)[O-]	i	0.1	-1	-12	i	i	i	i	i	i	i
C=CCC1Cc2c(cccc2[N+](=O)[O-])C(CC=C)N1 (configuration not stated)	i	-1.0	1	3	i	i	i	i	i	i	i
Cc1ccc(-c2nc3ccccc3c(=O)n2NC(=O)c2cccs2)cc1	i	-0.3	0	-3	i	i	i	i	i	i	i
COc1ccc(Cc2nc(-c3ccc(Br)o3)no2)cc1OC	i	2.0	-3	-3	i	i	i	i	i	i	i
COc1ccccc1OCCC(=O)OCC(=O)c1c(N)n(C)c(=O)n(C)c1=O	i	-1.3	-26	-9	i	i	i	i	i	i	i
CCN1CCN(c2cc(C)c3cc(NC(=O)CCC(=O)N4CCN(c5ccccc5)CC4)ccc3n2)CC1	i	0.3	2	-17	i	i	i	i	i	i	i
Cc1cccc(C(=O)NC2CC(C)(C)NC(C)(C)C2)c1	i	-0.2	-14	-5	i	i	i	i	i	i	i
CCCOc1ccc(N2C(=O)CC(N(CCc3ccc(OC)cc3)C(=O)c3cccc(F)c3)C2=O)cc1 (configuration not stated)	i	-0.2	-12	-1	i	i	i	i	i	i	i
NNC(=O)CN1C(c2ccccc2Br)=Nc2ccc(Br)cc2C1c1ccccc1 (configuration not stated)	i	-35	-3	-12	i	i	i	i	i	i	i
O=C(O)c1ccccc1C(=O)NNc1ccc(Cl)cc1	i	-0.2	-3	3	i	i	i	i	i	i	i
CN1CCC(=NNC(=O)C(=O)Nc2ccc(F)cc2)CC1	i	0.5	1	-4	i	i	i	i	i	i	i
CCC(C)[C@H]1CNCCN1CC1(c2ccccc2)CC1 (some centres not stated)	i	0.7	1	-2	i	i	i	i	i	i	i
COC(=O)c1ccccc1Sc1c(/C=N/OCc2ccc(Cl)cc2)c(C(F)(F)F)nn1C	i	-0.2	-5	-33	i	-7.5*	i	i	i	i	i
CC(=O)Nc1sc(C)c(C)c1C(=O)Nc1ccc(C)cc1	i	-0.1	2	5	i	i	i	i	i	i	i
Cn1nccc1C(=O)NC(=S)Nc1cc(Cl)cc(Cl)c1	i	0.3	2	3	i	i	i	i	i	i	i
C/C(=N\NC1=NCCN1)c1ccc(N)c([N+](=O)[O-])c1	-6*	0.4	1	2	i	i	i	i	i	i	i
COc1ccc(CCNC(=O)C(NS(=O)(=O)c2cccc3nsnc23)C(C)C)cc1OC (configuration not stated)	i	-0.4	-1	1	i	i	i	i	i	i	i
CC(c1ccco1)N(C(=O)Nc1ccc(Cl)cc1)c1ccccn1 (configuration not stated)	i	0.9	4	-1	i	i	i	i	i	i	i
COc1ccc(N(CC(=O)N/N=C/c2ccco2)S(=O)(=O)c2ccccc2)cc1	i	-0.1	-3	1	i	i	i	i	i	i	i
CC(=O)N1c2c(cc(Br)cc2S(=O)(=O)NCc2cccnc2)CC1C (configuration not stated)	i	-0.6	-8	-15	i	i	i	i	i	i	i
COCCNC(=S)Nc1ccc(S(=O)(=O)Nc2cnc3ccccc3n2)cc1	i	-0.7	-3	1	i	i	i	i	i	i	i
CC(C)Oc1cccc(C(=O)Nc2ccccc2N2CCOCC2)c1	i	2.0	10	-2	i	i	i	i	i	i	i
CSc1nc2ccsc2c(=O)n1-c1cccnc1	i	-0.3	-4	0	i	i	i	i	i	i	i
COc1ccc(OC)c(/C=N/NC(=O)CCCC(=O)Nc2cccc(Br)c2)c1	i	0.0	6	2	i	i	i	i	i	i	i
CCOC(=O)N1CCC(N(CCN(C)C)C(=S)Nc2ccccc2OC)CC1	i	-1.7	-6	-4	i	i	i	i	i	i	i
COc1ccc(S(=O)(=O)NC2CCCC2)cc1Cl	i	-0.6	0	-3	i	i	i	i	i	i	i
CC(=O)c1c(NC(=O)c2ccccc2)[nH]c(-c2ccccc2)nc1=S	i	0.1	5	-5	i	i	i	i	i	i	.
CCCCOc1ccc(-c2nnn(C(C)C(=O)OCC)n2)cc1 (configuration not stated)	i	-0.6	16	8	i	i	i	i	i	i	i
CC(C)C(=O)N/N=C/c1ccc(OCc2ccccc2)cc1	i	0.4	0	2	i	i	i	i	i	i	i
CC(=O)N=C1SC2CS(=O)(=O)CC2N1c1cccc(Cl)c1Cl (configuration not stated)	i	-0.1	-2	4	i	i	i	i	i	i	i
O=C(CCCN1C(=O)c2ccccc2C1=O)Nc1cccc(S(=O)(=O)NC2=NCCC2)c1	i	-0.3	-12	3	i	i	i	i	i	i	i
COC(=O)c1ccc(NC(=O)C(=O)N2CCN(C(=S)Nc3cccc(C)c3C)CC2)cc1	i	-0.7	4	14	i	i	i	i	i	i	i
Cc1ccc(C(C(=O)NC2CCCC2)N(CCCO)C(=O)Cn2nnc(-c3ccc(C)o3)n2)cc1 (configuration not stated)	i	-0.4	0	-2	i	i	i	i	i	i	i
CCO/N=C(\N)c1[nH]ncc1Br	i	-0.5	0	4	i	i	i	i	i	i	i
C=COC(=O)c1sc2nc(C)cc(C)c2c1N	i	1.7	4	-4	i	i	i	i	i	i	i
COc1ccc(CN2CCN(C(=O)c3cc(OC)c(OC)c(OC)c3)CC2)cc1OC	i	0.1	-8	0	i	i	i	i	i	i	i
O=C(NNC(=S)NCc1ccccc1)c1ccccc1OC(F)F	i	-0.8	-1	21	i	i	i	i	i	i	i
Cc1cccc(C(=O)N2CCN(c3ccccn3)CC2)c1	i	-0.7	1	-1	i	i	i	i	i	i	i
CCCCc1c(O)nc(SCC(=O)Nc2cccc3ccccc23)n(-c2ccccc2OC)c1=O	i	0.0	12	3	i	i	i	i	i	i	-5*
Cc1cccc(NC(=O)C2CCN(S(=O)(=O)c3cccs3)CC2)c1	i	0.1	5	1	i	i	i	i	i	i	i
O=C(CSc1nnc(SCc2ccccc2Cl)s1)N/N=C/c1c[nH]c2ccccc12	i	1.1	37	-1	i	i	i	6.8*	i	i	i
CC(=O)Nc1ccc(C23CC4CC(CC(C4)C2)C3)cc1	i	-0.5	9	-2	i	i	i	i	i	i	i
O=C(COC(=O)c1ccccc1NC(=O)c1ccccc1)c1cccc([N+](=O)[O-])c1	i	0.3	-5	2	i	i	i	i	i	i	i

Profiles as entered above. Order of values: TRPC6 inhibitor, HIF act, SKKanGAS inh, Platelet DG rel, MrgX1 ag, RGS4 act, MrgX1 PAM, RGS4 block, TRPC6 act, MrgX1 antagonist, TRPC4 block
CCO/N=C(\N)c1[nH]ncc1Br in the list: i, -0.5, 0, 4, i, i, i, i, i, i, i
Cc1ccc(C(C(=O)NC2CCCC2)N(CCCO)C(=O)Cn2nnc(-c3ccc(C)o3)n2)cc1 (configuration not stated) in the list: i, -0.4, 0, -2, i, i, i, i, i, i, i
